Screening data (PubChem)
APP transl inh: APP translation inhibition; 190,000 tested, 0.82% active; inhibition, % at 2 µM; SH-SY5Y APP 5'UTR-luciferase reporter, luminescence;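 active = inhibition above a set limit, derived from the sample mean plus 3 SD, cut at about 45% in these data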; also: values of inactives mirror those of a sister screen read the other way
RAM inhibit: inhibitors of the yeast RAM network; S. cerevisiae dse1pr::URA3 reporter, 5-FOA growth OD615, 2 d; analog-sensitive cbk1-as2 kinase mutant strain; inhibition, % at 50 µM; 190,000 tested, 1.8% active; AID 868;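 active = inhibition above a set limit, 3 SD over mean compound inhibition, cut at about 8.4% in these data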;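 also: 0% = DMSO-only wells with no growth and 100% = 10 µM 1-NA-PP1 full growth; inhibition rescues growth on 5-FOA so higher OD means more RAM inhibition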
STAT3 act: increases IL-6 driven STAT3 reporter signal; 190,000 tested, 0.91% active; U3A cells, IL-6 STAT3-luciferase reporter, luminescence; 100% = signal with IL-6 EC80 alone; activation (% of control), % at 5.6 µM;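 active = activation above the screen-wide mean of compound activation plus 3 SD, cut at about 130% in these data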;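 also: 0% = background luminescence of wells with medium and substrate only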
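Material: human U3A cells carrying STAT3-luciferase construct. Measured by: reporter luminescence signal. Timing: compound 1 h, then IL-6 6 h at 37 °C.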
STAT3 inh: STAT3 signaling inhibition; U3A cells, IL-6 STAT3-luciferase reporter, luminescence; host cell line lacks STAT1; inhibition, % at 5.5 µM; 190,000 tested, 0.89% active; AID 862;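 active = inhibition above the mean inhibition across all screened compounds plus 3 SD, cut at about 44% in these data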;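 also: 0% = DMSO only wells and 100% = 100 µM nifuroxazide control wells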
Hsp70 activator: switches on Hsp70 transcription; activation, % at 10 µM; 200,000 tested, 0.04% active; HeLa Hsp70 promoter luciferase reporter, luminescence; scaled: vehicle 0, proteasome-inhibitor control 100%;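 active = activation above the mean across all tested compounds plus 3 SD, cutoff set per campaign, cut at about 5.5% in these data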;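 also: 100% = MG132 at 30 µM as the positive control and 0% = DMSO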
NF-kB neuron act: NF-kB expression increase, human neuronal cells; NF-kB reporter expression; stronger effect = higher value; fold change at 12.5 µM; 190,000 tested, 1.6% active; AID 1239; in the data active = fold change above about 3.3
STAT1 act: increases IFN-gamma driven STAT1 reporter signal; 200,000 tested, 2.6% active; NIH 3T3 STAT1-luciferase reporter, luminescence; 100% = IFN-gamma alone, no compound; activation (% of control), % at 5.5 µM;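 active = activation above the screen-wide mean activation plus 3 SD, cut at about 130% in these data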;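 also: raw ratio to IFN-gamma control signal so 100% means no change and 0% no light; values of inactives mirror those of a sister screen read the other way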
APP 5'UTR act: activates APP 5'UTR luciferase reporter; SH-SY5Y APP 5'UTR luciferase reporter, luminescence; zero percent = DMSO vehicle wells; activation, % at 2 µM; 190,000 tested, 1% active; AID 1276;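 active = activation above a set limit, based on mean plus 3 SD of controls, cut at about 140% in these data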; also: values of inactives mirror those of a sister screen read the other way
STAT1 blocker: inhibitors of IFN-gamma induced STAT1 signaling; AID 920; inhibition, % at 5.5 µM; NIH 3T3 STAT1-luciferase reporter, luminescence; 200,000 tested, 0.35% active;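 active = inhibition above a set limit, the mean inhibition across all tested compounds plus 3 SD, cut at about 34% in these data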;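 also: 0% = IFN-gamma with DMSO and 100% = IFN-gamma with 300 µM nifuroxazide; values of inactives mirror those of a sister screen read the other way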
FLuc inhib CS: inhibits firefly luciferase, flagging false hits in luciferase inhibition screens; AID 1006; 200,000 tested, 1.5% active; inhibition, % at 10 µM; ATPLite firefly luciferase biochemical luminescence, 10 min; P08659;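 active = inhibition above about 50% when tested at 10 µM, limit read from the data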
Target sequence (P08659 whole entry, looked up): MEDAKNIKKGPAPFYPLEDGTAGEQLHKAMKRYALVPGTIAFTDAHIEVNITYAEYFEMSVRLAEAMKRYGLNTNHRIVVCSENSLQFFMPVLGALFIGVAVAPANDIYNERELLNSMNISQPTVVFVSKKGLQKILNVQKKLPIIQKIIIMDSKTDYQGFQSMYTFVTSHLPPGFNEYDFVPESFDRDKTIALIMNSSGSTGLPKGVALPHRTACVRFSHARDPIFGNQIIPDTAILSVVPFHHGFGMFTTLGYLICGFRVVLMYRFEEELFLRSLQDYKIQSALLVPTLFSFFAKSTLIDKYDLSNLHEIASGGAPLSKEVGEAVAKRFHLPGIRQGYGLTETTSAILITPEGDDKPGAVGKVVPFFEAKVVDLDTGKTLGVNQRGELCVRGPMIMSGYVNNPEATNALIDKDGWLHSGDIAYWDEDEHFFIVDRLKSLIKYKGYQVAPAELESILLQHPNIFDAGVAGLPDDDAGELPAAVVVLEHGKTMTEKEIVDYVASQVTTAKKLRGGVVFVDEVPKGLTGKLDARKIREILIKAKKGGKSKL
Numbers without * were called inactive; / = not tested or not shown; & = joins results of further samples.

item	smiles	APP transl inh	RAM inhibit	STAT3 act	STAT3 inh	Hsp70 activator	NF-kB neuron act	STAT1 act	APP 5'UTR act	STAT1 blocker	FLuc inhib CS
1	O=C(CCNNC(=O)c1ccncc1)NCc1ccccc1	1	0.4	95	8	-0.2	1.2	104	-1	-4	-1
2	CC[N+](C)(CC)CCOC(=O)C(O)(c1ccccc1)C1CCCCC1 (configuration not stated)	-32	-0.4	101	1	-0.2	1.3	101	32	-1	-4
3	COc1ccc(/C=C/C(=O)Nc2ccccc2C(=O)O)cc1OC	-51	6.6	78	27	-0.5&-0.2	0.82	123	51	-25	54*
4	Cc1cc(-c2ccccc2)nnc1NCCN1CCOCC1	6	-0.4	104	-3	-0.1	1.2	101	-6	-2	-5
5	c1ccc(CC2=NCCN2)cc1	-2	2.8	100	2	-0.3	1	88	2	6	-5
6	Cc1nc2ccccn2c(=O)c1CCN1CCC(C(=O)c2ccc(F)cc2)CC1	-1	-0.7	83	21	-0.2	0.98	89	1	12	-2
7	CC(COc1ccccc1)NC(C)C(O)c1ccc(O)cc1 (configuration not stated)	1	-0.6	90	14	0.1	1.1	106	-1	-7	-5
8	C/C=C(/C)C(=O)O[C@@H]1c2c(ccc3ccc(=O)oc23)OC(C)(C)[C@@H]1OC(=O)/C(C)=C\C	-3	7.6	106	-10	-0.2	0.64	97	3	3	-8

Whole records from above. Screens in order: APP transl inh | RAM inhibit | STAT3 act | STAT3 inh | Hsp70 activator | NF-kB neuron act | STAT1 act | APP 5'UTR act | STAT1 blocker | FLuc inhib CS
Cc1cc(-c2ccccc2)nnc1NCCN1CCOCC1 in the list: 6 | -0.4 | 104 | -3 | -0.1 | 1.2 | 101 | -6 | -2 | -5
C/C=C(/C)C(=O)O[C@@H]1c2c(ccc3ccc(=O)oc23)OC(C)(C)[C@@H]1OC(=O)/C(C)=C\C in the list: -3 | 7.6 | 106 | -10 | -0.2 | 0.64 | 97 | 3 | 3 | -8
COc1ccc(/C=C/C(=O)Nc2ccccc2C(=O)O)cc1OC in the list: -51 | 6.6 | 78 | 27 | -0.5&-0.2 | 0.82 | 123 | 51 | -25 | 54*
O=C(CCNNC(=O)c1ccncc1)NCc1ccccc1 in the list: 1 | 0.4 | 95 | 8 | -0.2 | 1.2 | 104 | -1 | -4 | -1
c1ccc(CC2=NCCN2)cc1 in the list: -2 | 2.8 | 100 | 2 | -0.3 | 1 | 88 | 2 | 6 | -5

Following part.
item	smiles	APP transl inh	RAM inhibit	STAT3 act	STAT3 inh	Hsp70 activator	NF-kB neuron act	STAT1 act	APP 5'UTR act	STAT1 blocker	FLuc inhib CS
9	CC1(C)Cc2c(sc(NC(=S)NC(=O)c3ccccc3)c2C(=O)O)CO1	1	4.3	95	14	-0.1	0.99	100	-1	1	-2
10	CCOc1ccc(NC(=O)Cn2cc(C(=O)c3ccco3)c3ccccc32)cc1	-10	6.6	92	12	-0.1	1.3	93	10	7	-2
11	CCOc1ccc(C(=O)OCCN(CC)CC)cc1	13	0.5	97	5	-0.3	1	98	-13	2	-2
12	CCN(CC)CCNC(=O)c1cc(Cl)c(N)cc1OC	-4	2.6	94	9	-0.2	1.1	100	3	0	-5
13	O=C(NCCc1c[nH]c2ccccc12)c1cccnc1	-10	-1.2	113	-11	-0.3	1.6	100	11	0	-4
14	CC[n+]1c(C)sc2cc(OC)ccc21	-3	1.4	103	5	-0.3	1	91	3	8	-4
15	CC(=O)NC(Cc1ccccc1)C(=O)O (configuration not stated)	7	1.1	100	5	-0.4	1	98	-7	2	/
16	c1ccc(CN(CC2=NCCN2)c2ccccc2)cc1	-2&-3	-0.3&-0.3	99&88	4&16	0.0&0.0	1.1&0.96	106&95	2&3	-7&6	-4
17	C[C@]12CCC(=O)C=C1CC[C@@H]1[C@@H]2CC[C@@]2(C)[C@H]1CC[C@]2(O)C(=O)CO	-40	2.2	100	2	-0.4	0.85	101	40	-1	-3
18	C1CCC(C(CC2CCCCN2)C2CCCCC2)CC1 (configuration not stated)	-1	0.1	108	-7	-0.1	1.4	103	1	-3	-6

As entered above.
Under APP 5'UTR act, cpd 13 has 11
Under STAT1 blocker, cpd 12 has 0
Under STAT3 inh, cpd 18 has -7

Three entries out of the list, sorted by SMILES length, falling:
item	smiles	APP transl inh	RAM inhibit	STAT3 act	STAT3 inh	Hsp70 activator	NF-kB neuron act	STAT1 act	APP 5'UTR act	STAT1 blocker	FLuc inhib CS
17	C[C@]12CCC(=O)C=C1CC[C@@H]1[C@@H]2CC[C@@]2(C)[C@H]1CC[C@]2(O)C(=O)CO	-40	2.2	100	2	-0.4	0.85	101	40	-1	-3
12	CCN(CC)CCNC(=O)c1cc(Cl)c(N)cc1OC	-4	2.6	94	9	-0.2	1.1	100	3	0	-5
15	CC(=O)NC(Cc1ccccc1)C(=O)O (configuration not stated)	7	1.1	100	5	-0.4	1	98	-7	2	/

The list is partial; count on the stated rates, not on these rows.
